# High-throughput results (PubChem BioAssay)
# PAD4 FP inh = inhibitors of human PAD4 | Q9UM07 | recombinant PAD4, RCA probe fluorescence polarization | inhibition, % at 6.36 µM | 0.41% of 330,000 active | AID 485272;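 active = percent inhibition above a cutoff equal to the mean of all tested compounds plus 3 SD, cut at about 15% in these data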;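 note: 0% = PAD4 with RCA probe and DMSO and 100% = probe without PAD4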
# Target sequence (Q9UM07 whole entry, looked up): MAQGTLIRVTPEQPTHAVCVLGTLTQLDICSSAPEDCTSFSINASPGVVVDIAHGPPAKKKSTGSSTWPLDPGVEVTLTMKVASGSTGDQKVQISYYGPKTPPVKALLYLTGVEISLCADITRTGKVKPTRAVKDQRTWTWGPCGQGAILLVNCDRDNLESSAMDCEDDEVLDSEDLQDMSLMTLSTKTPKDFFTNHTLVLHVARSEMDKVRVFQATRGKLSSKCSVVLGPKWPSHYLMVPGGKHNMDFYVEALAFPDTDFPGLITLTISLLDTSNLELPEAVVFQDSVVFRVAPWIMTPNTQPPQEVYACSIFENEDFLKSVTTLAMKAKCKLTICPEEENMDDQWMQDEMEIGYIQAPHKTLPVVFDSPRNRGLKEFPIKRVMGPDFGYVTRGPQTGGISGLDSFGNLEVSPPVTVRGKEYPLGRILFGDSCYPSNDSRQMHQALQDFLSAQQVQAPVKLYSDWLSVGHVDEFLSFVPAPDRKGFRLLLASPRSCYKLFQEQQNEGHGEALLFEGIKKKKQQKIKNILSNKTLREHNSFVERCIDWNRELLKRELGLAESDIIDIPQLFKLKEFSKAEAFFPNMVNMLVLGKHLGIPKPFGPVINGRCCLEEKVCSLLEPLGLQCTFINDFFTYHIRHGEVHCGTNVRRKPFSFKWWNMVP
# GSTO1 counter = blocks human GSTO1 in RBBP9 counter-screen | inhibition, % at 5.96 µM | P78417 | AID 1974 | recombinant GSTO1, activity-based probe fluorescence polarization | 1.1% of 300,000 active;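 active = inhibition above the campaign mean inhibition plus 3 SD, cut at about 35% in these data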;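 note: 0% = GSTO1-1 with DMSO and 100% = wells lacking GSTO1-1 enzyme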
# LYPLA1 inh = counter-screen for PME1 inhibitors: inhibitors of human LYPLA1; O75608; recombinant LYPLA1, FP-Rh probe fluorescence polarization; inhibition, % at 5.9 µM; 0.16% of 320,000 active; AID 2174;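 active = inhibition above the mean of all tested compounds plus 3 SD, set per campaign, cut at about 14% in these data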;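 note: inhibitors block serine hydrolase probe labeling of LYPLA1 so polarization falls; 0% = enzyme with DMSO and 100% = wells lacking LYPLA1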
# PME-1 primary = PME-1 (human) inhibition; Q9Y570; recombinant PME-1, FP-Rh probe fluorescence polarization; inhibition, % at 5.9 µM; 0.53% of 320,000 active; AID 2130;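 active = inhibition above the campaign mean of all compounds plus 3 SD, cut at about 26% in these data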;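 note: competitive labeling of PME-1 active site by serine hydrolase directed probe; 0% = PME-1 with DMSO and 100% = wells lacking PME-1 enzyme; inhibitors block probe labeling so polarization falls and inhibition rises; many of its hits are not listed in these tables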
# pPAFAH FP inh = pPAFAH (human) enzyme inhibition | inhibition, % at 3.39 µM | Q13093 | AID 463082 | recombinant pPAFAH, FP-rhodamine probe fluorescence polarization | 1.5% of 330,000 active;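 active = inhibition above the mean inhibition across the screen plus 3 SD, cut at about 25% in these data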;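 note: inhibitors block binding of the rhodamine activity-based probe so polarization drops; 0% = enzyme with DMSO and 100% = wells lacking pPAFAH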
# PAFAH1B3 FP inh = PAFAH1B3 (human) inhibition; Q15102; recombinant PAFAH1B3, FP-rhodamine probe, fluorescence polarization; inhibition, % at 3.39 µM; 0.28% of 340,000 active; AID 492972;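 active = inhibition above the screen-wide average of all tested compounds plus 3 SD, cut at about 25% in these data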;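 note: 0% = enzyme with DMSO only and 100% = wells lacking PAFAH1B3 protein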
# Target sequence (Q15102 whole entry, looked up): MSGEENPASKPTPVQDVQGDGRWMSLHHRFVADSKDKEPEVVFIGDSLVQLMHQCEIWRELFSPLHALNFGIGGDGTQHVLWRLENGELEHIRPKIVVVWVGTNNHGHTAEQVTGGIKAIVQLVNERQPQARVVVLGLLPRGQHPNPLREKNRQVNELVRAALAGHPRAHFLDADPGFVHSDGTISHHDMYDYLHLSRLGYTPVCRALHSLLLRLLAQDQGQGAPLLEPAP
# PAFAH2 inh = inhibitors of human PAFAH2. Q99487. recombinant PAFAH2, FP-rhodamine activity probe, fluorescence polarization. inhibition, % at 3.39 µM. 0.99% of 340,000 active. AID 492956;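 active = inhibition above the mean over all tested compounds plus 3 SD, cut at about 30% in these data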;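 note: inhibitors block probe labeling of enzyme so polarization drops; 0% = enzyme with DMSO and 100% = wells lacking PAFAH2 protein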
# LYPLA2 counter = LYPLA2 (human) inhibition in PME1 counter-screen | 0.38% of 320,000 active | recombinant LYPLA2, FP-Rh probe fluorescence polarization | inhibition, % at 5.9 µM | O95372;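 active = inhibition above the screen-wide mean plus 3 SD, limit set per campaign, cut at about 26% in these data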;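 note: 0% = LYPLA2 with DMSO and 100% = wells lacking LYPLA2 enzyme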
# PAFAH1B2 inh = blocks human PAF acetylhydrolase 1b catalytic subunit 2 | inhibition, % at 3.39 µM | 1.2% of 340,000 active | recombinant PAFAH1B2, FP-rhodamine activity probe, fluorescence polarization | AID 492953 | P68402;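 active = inhibition above the mean of all tested compounds plus 3 SD, cut at about 24% in these data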;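 note: 0% = enzyme with DMSO and 100% = wells lacking PAFAH1B2; many of its hits are not listed in these tables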
# Starred values were filed as active, the others as inactive; x = no result given.
canonical_smiles	PAFAH1B2 inh	LYPLA1 inh	PAFAH2 inh	PME-1 primary	LYPLA2 counter	PAFAH1B3 FP inh	GSTO1 counter	pPAFAH FP inh	PAD4 FP inh
[O-][n+]1onc2c1CCC1N(O)CCC21O (centres undefined)	-1	-1	-3	-2	4	4	5	2	2
O=C1NC(=O)C(CCc2ccncc2)(Cc2ccc(OCc3ccccc3)cc2)C(=O)N1	2	-1	8	0	-1	3	-4	3	-1
COc1ccc(NC2=NC(C)(C)CS2)cc1	-4	3	4	1	3	2	4	5	3
CSc1ccc(C(=O)C(C)(C)N2CCOCC2)cc1	-1	0	-8	0	0	16	-2	3	7
N=Cc1c(O)n(-c2cccc(Cl)c2)c(=O)[nH]c1=O	0	1	13	-2	12	5	-6	5	3
Cc1ccc(N2C(=O)CC(=O)NC2=O)c(C)c1	-2	-1	9	-10	-4	7	-9	-6	-7
Brc1ccccc1	4	1	3	-4	6	7	-2	1	0
CCOC(=O)C1(c2ccccc2)CCN(CC(=O)Nc2cccc3ccccc23)CC1	4	-3	-4	-1	-4	8	1	4	-3
CCCCCOc1ccc(C)cc1CN(CCCl)CCCl	x	0	x	4	-98	x	-1	-1	-1
COC(=O)C1=Nc2ccccc2/C1=C\c1c(O)n(-c2ccc(Br)cc2)c(=O)[nH]c1=O	-2	-5	4	-2	-2	-1	-5	5	-2
CN1C2CCC1CC(OC(c1ccccc1)c1ccccc1N)C2 (centres undefined)	0	-1	-2	2	5	-1	-1	4	1
Cc1ccc(-c2nc(CS(=O)CC(=O)N3CCC4(CC3)OCCO4)c(C)o2)cc1 (centres undefined)	6	1	-20	-1	-2	10	-6	3	-4
CC(=NCCCN1CCCCC1)c1c(O)n(Cc2ccccc2)c(=O)[nH]c1=O	4	-1	5	3	-1	-1	-2	0	-7
O=C(Nc1ccc(Cl)cc1)N1CC2CC(C1)c1cccc(=O)n1C2 (centres undefined)	-1	-5	1	-1	0	4	0	-5	0
Cc1onc(-c2c(Cl)cccc2Cl)c1/C(N)=N/OC(=O)N(C)C	3	2	-1	0	-2	-1	3	0	-4

# Going on with the list:
canonical_smiles	PAFAH1B2 inh	LYPLA1 inh	PAFAH2 inh	PME-1 primary	LYPLA2 counter	PAFAH1B3 FP inh	GSTO1 counter	pPAFAH FP inh	PAD4 FP inh
Cc1ccc2c(c1)cc1c(=O)n(CC(=O)N3CCC4(CC3)OCCO4)nc(C)n12	4	4	-4	3	5	10	4	26*	-2
CCc1n[nH]c(CCN)n1	3	-2	-6	-3	-5	1	-6	2	-1
O=[N+]([O-])c1ccc(C2[C@H]3C(c4ccccc4)=NC4(CCCC4)N23)cc1 (some centres undefined)	0	-2	-2	-7	0	7	6	2	-1
O=C(CCC(=O)N1CCC2(CC1)OCCO2)Nc1nnc(C(F)(F)F)s1	-1	1	9	1	-1	4	3	6	4
Cc1ccc(CN2CCSc3ccc(C(=O)N4CCC5(CC4)OCCO5)cc32)cc1	4	3	-6	13	7	-3	7	9	6
C=Cn1ccnc1P(O)(=S)c1nc(C)c(CCOC(C)=O)s1 (centres undefined)	-1	6	8	5	4	7	22	2	-6
Cc1ccc(Cl)cc1-n1c(O)c(C=NCCCN2CCOCC2)c(=O)[nH]c1=O	-2	-1	-1	-2	4	8	1	3	-2
COc1ccc(C[C@@H]2c3cc(O)c(OC)cc3CCN2C)cc1O	3	0	-6	-5	-4	-2	0	-5	4
COC(=O)C1=C(c2cccc(OC)c2OC)C[C@@H]2CC[C@H]1N2C(=O)NCCO	7	4	3	-6	8	7	-1	-1	-5
CN(C)CCN=Cc1c(O)n(Cc2ccco2)c(=O)[nH]c1=O	-3	0	1	-1	4	2	2	4	-7
O=C(Cn1c2c(c(-c3ccccc3Cl)cc1=O)CCC2)N1CCC2(CC1)OCCO2	2	-1	-2	-2	5	3	3	12	-4
CCN(CC)c1ccc(CN(C)CCc2ccc(OC)c(OC)c2)cc1	0	-1	-2	2	-1	5	-1	3	-3
N#Cc1cc2c(nc1SCC(=O)Nc1cc(Cl)cc(Cl)c1)C1CCN2CC1	2	-3	-10	1	3	-1	-3	5	2
Cc1ccc(N2C(=O)NC(=O)/C(=C/c3ccc(OC(=O)c4cccs4)cc3)C2=O)cc1	9	-2	-2	2	2	5	6	6	-1
FC(F)(F)c1ccccc1CN1CCN(Cc2ccccc2)CC1	1	0	-4	-3	-1	4	-2	-4	-7

# Next section.
canonical_smiles	PAFAH1B2 inh	LYPLA1 inh	PAFAH2 inh	PME-1 primary	LYPLA2 counter	PAFAH1B3 FP inh	GSTO1 counter	pPAFAH FP inh	PAD4 FP inh
COC(=O)C1=C(c2ccc(C(C)=O)cc2)C[C@@H]2CC[C@H]1N2C(=O)NC1CC1	8	1	2	2	-1	9	x	1	2
CC(C)OC(=O)Nc1ccc(N=C(N)N[N+](=O)[O-])cc1	-4	-2	3	-2	0	-4	5	1	-5
Cc1cccc(N2C(=O)NC(=O)/C(=C\c3cccn3-c3ccc(Cl)cc3)C2=O)c1	74*	-7	54*	-3	-8	8	3	12	-12
COc1ccc2[nH]c(C)c(CCNCc3cc(OC)c(OC)c(OC)c3)c2c1	3	6	6	-10	4	7	0	5	-9
CCN(CC)CCCN=Cc1c(O)n(CCc2ccc(F)cc2)c(=O)[nH]c1=O	0	2	9	-2	5	5	1	4	2
O=[N+]([O-])c1cccc(C2N3CCCN23)c1 (centres undefined)	5	0	-8	-8	3	7	2	-2	4
COc1cc(N2CCOCC2)ccc1/C=C1\C(=O)NC(=O)N(C2CCCCC2)C1=O	-10	2	-4	-11	1	-4	15	2	-6
Cc1c(C(=O)N2CCC3(CC2)OCCO3)oc2ccc(S(=O)(=O)N3CCOCC3)cc12	-6	-4	1	3	-5	6	-11	-1	-3
CC(=O)N1CC(=O)Nc2ccc(F)cc2C1c1ccccc1 (centres undefined)	5	3	-8	2	4	2	10	-1	-7
Nc1c2c(nc3ccccc13)CCN(Cc1ccccc1)C2	-4	4	-4	-5	-4	-2	7	-2	-1
Cc1cccnc1-n1c(-c2ccco2)nc2ccccc2c1=O	6	-5	-1	1	-1	3	1	3	-1
COC(=O)C1=C(c2ccc(F)cc2F)C[C@@H]2CC[C@H]1N2C(=O)NC1CCCCC1	-2	1	-2	-4	3	12	x	3	-3
CCC1(c2ccc(N)cc2)CCC(=O)NC1=O (centres undefined)	0	-3	-1	-2	-5	2	6	3	-1
Cc1nn(Cc2ccccc2)c(Cl)c1C(=O)OCC(=O)N1CCCC1	-1	1	2	-8	2	2	-5	5	2
COc1ccccc1CCNC1CCCCCC1	-2	2	2	2	5	-6	4	1	-5

# New compounds follow
canonical_smiles	PAFAH1B2 inh	LYPLA1 inh	PAFAH2 inh	PME-1 primary	LYPLA2 counter	PAFAH1B3 FP inh	GSTO1 counter	pPAFAH FP inh	PAD4 FP inh
CCCCCCC(Cl)(Cn1ccnc1)c1ccccc1 (centres undefined)	-1	0	3	2	9	4	4	9	5
CC(C)CC(=O)NC(Oc1ccc(Cl)cc1)C(Cl)(Cl)Cl (centres undefined)	4	-7	6	-2	-6	8	22	6	-6
CCCCn1c(=O)c(C(=O)NCc2ccccc2)c(O)c2ccccc21	0	-1	6	-5	-2	-4	-5	7	-3
CN(C)C(=O)Oc1c(Cl)cc(Cl)c2ccccc12	4	4	3	1	3	7	6	1	4
O=[N+]([O-])c1ccc(N2CCCC2)c2ccncc12	9	6	-1	-2	5	9	10	5	-15
Cc1cc(N(CCCl)CCCl)ccc1/C=N/NC(=O)c1ccco1	15	-1	10	-5	1	11	20	7	-8
CCN1C[C@@]2(COC)C3[C@@H](OC)[C@H]4[C@@H]1[C@@]3(C1C[C@H]3[C@H](OC(=O)c5ccccc5)C1[C@]4(OC(C)=O)C[C@H]3OC)[C@@H](OC)C[C@H]2O (some centres undefined)	x	-1	x	-3	5	x	-5	2	1
COc1ccc(NC(=S)NC(NC(=O)CF)C(Cl)(Cl)Cl)c([N+](=O)[O-])c1 (centres undefined)	6	1	5	2	4	9	4	6	1
C[C@@H]1C[C@@H]([C@H](O)CC2CC(=O)NC(=O)C2)C(=O)[C@@H](C)C1	0	-1	6	-9	1	5	x	-1	0
CCOC(=O)C1C(=O)NC2(C)CC1c1cc(OC)ccc1O2 (centres undefined)	0	2	13	0	-1	11	7	2	-1
CN1CCC(c2c[nH]c3ccccc23)C1 (centres undefined)	7	3	8	-1	-5	8	4	44*	-6
COc1cccc(C2(O)CCN(Cc3ccncc3)CC2)c1	0	-1	1	-8	-1	-2	0	-2	7
CCCCN1C(=O)/C(=C/c2ccc(N3CCCCCC3)cc2)C(=O)NC1=S	x	-9	x	-23	-13	x	-8	3	-15
O=C(CCN1CCOCC1)NCC(=O)Nc1ccc(Br)cc1C(=O)c1ccccc1	3	5	10	-3	8	0	2	0	-1
CCN1C[C@]2(COC)CC[C@H](O)[C@@]34C5C[C@H]6[C@H](O)C5[C@](O)(C[C@H]6OC)[C@@H]([C@H](OC)C23)[C@@H]14 (some centres undefined)	x	1	x	-2	2	x	4	3	-2

# Further entries
canonical_smiles	PAFAH1B2 inh	LYPLA1 inh	PAFAH2 inh	PME-1 primary	LYPLA2 counter	PAFAH1B3 FP inh	GSTO1 counter	pPAFAH FP inh	PAD4 FP inh
Cc1cccc(N/N=C/c2c(O)[nH]c(=S)[nH]c2=O)c1	1	-4	16	2	-2	11	4	13	-8
O=C(c1ccc(Br)cc1)C12CN3CN(CN(C3)C1)C2	2	3	5	-1	9	2	9	0	-4
O=C(c1csc2c1CCCCC2)N1CCC2(CC1)OCCO2	-1	-2	12	-3	-2	3	4	4	-3
COc1cccc(CNCCc2cccc(F)c2)c1OC	1	0	-1	6	-10	-4	-2	-1	1
O=C(NCc1ccc(C(=O)N2CCC3(CC2)OCCO3)cc1)c1cccc(Br)c1	6	-5	5	6	-5	10	4	7	-4
COc1ccc2c(c1)c(CCN)c(C)n2Cc1ccccc1	0	1	2	7	1	8	-6	7	-1
COc1cc2c(cc1OC)-c1c3c(cc4c1[C@@H](C2)N(C)CC4)OCO3	-6	0	2	0	-1	16	79*	18	57*
Clc1ccc2c(c1)C(c1ccccc1Cl)=NCc1nncn1-2	0	4	-2	-3	6	-11	-2	-2	-1
Clc1cc(I)cc(Cl)c1NC1=NCCN1	2	4	3	4	5	4	1	2	-4
C[C@]12CCC3C(C[C@@H](O)[C@H]4C[C@@H](O)CC[C@]34C)C1CC[C@@H]2O (some centres undefined)	-2	x	9	x	x	-1	x	0	-1
O=[N+]([O-])c1cc(S(=O)(=O)c2ccc(O)c([N+](=O)[O-])c2)ccc1O	14	0	39*	-1	7	29*	40*	28*	-6
CN1C(=O)N(C)C(=O)C(CCc2ccncc2)(Cc2ccc3c(c2)OCO3)C1=O	4	-3	8	-1	3	15	3	1	1
Cc1cc(C)c(Cn2c(C(=O)O)c(C=O)c3ccccc32)c(C)c1	2	-2	-10	-12	-9	-7	7	-3	-6
O=C(CN1C(=O)CCSc2ccccc21)N1CCC2(CC1)OCCO2	-4	0	7	-2	1	1	5	1	-1
C=C1C2C[C@@]3([C@@H]1O)[C@@H](C[C@@H]2O)[C@@]12C4[C@@H]3C[C@@H]1[C@@](C)(CC[C@@H]2O)CN4CC	1	-2	-2	-7	-4	-6	5	-2	-4
CCOC(=O)C(C)Oc1cc(C)cc2oc(=O)c3c(c12)CCCC3 (centres undefined)	0	-1	0	9	0	7	-2	11	0
O=C(O)c1ccc(/C=C/c2nc3ccccc3c(=O)n2-c2ccc(Br)cc2)cc1	2	6	-17	-3	14	4	-5	1	-2

# Some of the compounds tested; count on the stated rates, not on these rows.
